Source: PubChem BioAssay
USP1-UAF1 inh – USP1/UAF1 (human) deubiquitinase inhibition | O94782 | recombinant USP1/UAF1, Ub-Rhodamine cleavage fluorescence | Potency, µM (titrated, usually from 57.1 µM), without a hit: at the top dose activity change, negative = inhibition, most hits filed as inhibitors | actives 0.23% (n = 390,000) | AID 743255; note: potency is the fitted concentration of half-maximal effect; % is set by controls: 0 for no effect and ±100 for the full control effect; nearly all actives have a fitted effect of over 60% in size; inactives centre near -12
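In this screen, compounds sit with the deubiquitinase complex (1nM) for 15 min at room temperature before Ub-Rho is added at 150nM final. Fluorescence rise is then followed for 6 reads every 60 seconds.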
TrxR1 substrate – rat thioredoxin reductase 1 substrate activity; O89049; purified TrxR1 substrate turnover, NADPH consumption readout; Potency, µM (doses to about 114 µM), without a hit: at the highest dose activity change, negative = substrate turnover; actives 0.01% (n = 390,000); note: potency is the fitted concentration of half-maximal effect; % is set by controls: 0 for no effect and ±100 for the full control effect; nearly all actives have a fitted effect of over 50% in size
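Rat TrxR1, dispensed at 90 nM, was prereduced with 400 uM NADPH (final) for 5 min at ~22 deg C, then incubated with compound 15 min before 400 uM selenite. A first-read NADPH fluorescence drop versus no-compound background flagged substrates.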
GLS inh – inhibitors of human glutaminase (GLS); AID 624170; GLS enzymatic activity, qHTS titration; Potency, µM (series often up to 45.5 µM), for inactives: at the top dose activity change, negative = inhibition, most hits filed as inhibitors; O94925; actives 0.21% (n = 410,000); note: potency is the fitted concentration of half-maximal effect; % is set by controls: 0 for no effect and ±100 for the full control effect
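hKGA in 45 mM KH2PO4 pH 8.2, 0.02% Tween-20 with pin-transferred compounds; 1 mM L-glutamine (stock) plus glutamate oxidase/HRP/Amplex Red coupling added. Fluorescence read initially and after 30 min at RT.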
mIDH1 inhibitor – inhibitors of human mutant IDH1 R132H. Potency, µM (doses to about 76.6 µM), for inactives: at the highest dose activity change, negative = inhibition, actives largely listed as inhibitors. IDH1-R132H enzyme, NADPH consumption, diaphorase/resazurin fluorescence. actives 0.093% (n = 390,000); note: potency is the fitted concentration of half-maximal effect; % is set by controls: 0 for no effect and ±100 for the full control effect; nearly all actives have a fitted effect of over 65% in size
Target sequence (O75874 whole entry R132H, stated change not applied): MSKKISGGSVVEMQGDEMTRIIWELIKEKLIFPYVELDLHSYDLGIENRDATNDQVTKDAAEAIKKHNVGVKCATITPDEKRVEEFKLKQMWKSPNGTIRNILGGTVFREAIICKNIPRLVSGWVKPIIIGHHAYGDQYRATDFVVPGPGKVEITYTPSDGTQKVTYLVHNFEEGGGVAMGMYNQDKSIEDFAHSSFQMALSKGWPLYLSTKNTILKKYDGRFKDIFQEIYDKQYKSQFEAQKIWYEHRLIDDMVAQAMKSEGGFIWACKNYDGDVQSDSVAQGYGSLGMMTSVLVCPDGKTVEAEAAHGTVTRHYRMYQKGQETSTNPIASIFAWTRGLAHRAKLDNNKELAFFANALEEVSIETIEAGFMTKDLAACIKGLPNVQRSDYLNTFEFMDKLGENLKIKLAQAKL
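IDH1-R132H (0.5 ug/mL dispensed) in pH 7.5 Tris buffer was preincubated 30 min with compound, then given a substrate mix of 0.016 mM NADPH and 2 mM alpha-KG for 80 min at room temperature; remaining NADPH was read by diaphorase/resazurin fluorescence.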
Pin1 inhibitor – blocks the human prolyl isomerase Pin1. Q13526. Pin1 FP peptide displacement, HiFluor488, 10 min. Potency, µM (titrated, usually from 115 µM), inactives show top-dose activity, negative = inhibition, actives largely listed as inhibitors. actives 0.009% (n = 390,000). AID 504891; active = well fitted inhibition curve with a large enough effect in the polarisation, with a control signal flat, not every such curve was filed as active; inconclusive = small, poorly fitted or top-dose-only effect, or effect the other way, or a change in a side signal; inactive = no such curve, though single readings can be large or run the other way; the % refers to the polarisation; note: potency is the fitted concentration of half-maximal effect; % is set by controls: 0 for no effect and ±100 for the full control effect
Target sequence (Q13526 whole entry, looked up): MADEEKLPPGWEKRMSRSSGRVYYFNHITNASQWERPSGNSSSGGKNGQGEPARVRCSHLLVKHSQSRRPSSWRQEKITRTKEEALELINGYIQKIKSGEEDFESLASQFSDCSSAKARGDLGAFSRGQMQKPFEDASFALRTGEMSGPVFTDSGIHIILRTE
HP1b binding inh – HP1-beta chromodomain-methylated histone interaction inhibition | P83916 | AlphaScreen HP1-beta / biotin-H3K9me3 peptide binding | Potency, µM (series often up to 114 µM), inactives show at the highest dose activity change, negative = inhibition, usual class: inhibitors | actives 0.56% (n = 390,000) | AID 540317; note: potency is the fitted concentration of half-maximal effect; nearly all actives have a fitted effect of over 70% in size; inactives centre near 23
Target sequence (P83916 whole entry, looked up): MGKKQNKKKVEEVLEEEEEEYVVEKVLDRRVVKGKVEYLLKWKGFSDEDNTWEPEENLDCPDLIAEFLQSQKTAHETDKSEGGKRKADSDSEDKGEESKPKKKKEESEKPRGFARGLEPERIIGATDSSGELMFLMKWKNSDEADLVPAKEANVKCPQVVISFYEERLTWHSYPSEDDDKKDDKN
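HP1-beta protein (50 nM final) preincubated 30 min at room temperature with biotinylated H3(1-18)K9me3 peptide (50 nM) in PBS pH 7.4, 0.01% Tween-20, then compound added for 30 min. AlphaScreen streptavidin donor/nickel chelate acceptor beads (10 ug/mL final), 30 min dark, luminescence read.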
TrxR1 inh – rat TrxR1 inhibition. O89049. AID 588453. Potency, µM (series often up to 114 µM), inactives show top-dose activity change, negative = inhibition, hits mostly inhibitors. recombinant rTrxR1, NADPH fluorescence consumption, selenite substrate. actives 1% (n = 390,000); note: potency is the fitted concentration of half-maximal effect; % is set by controls: 0 for no effect and ±100 for the full control effect; nearly all actives have a fitted effect of over 65% in size
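Rat TrxR1 (90 nM in the dispensed reagent) was pre-reduced with 400 uM NADPH for 5 min at room temperature, then incubated with compound for 15 min. After 400 uM selenite was added, NADPH fluorescence (Ex 340/Em 450 nm) was followed for 8 min.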
PGK inhibitor – T. brucei PGK inhibition | P07378 | actives 0.043% (n = 380,000) | Potency, µM (top dose mostly 57.5 µM), for inactives: at the highest dose activity change, negative = inhibition, usual class: inhibitors | AID 602233 | PGK/GAPDH coupled, Kinase-Glo luminescence, 60 min; note: potency is the fitted concentration of half-maximal effect; % is set by controls: 0 for no effect and ±100 for the full control effect; nearly all actives have a fitted effect of over 60% in size
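Luminescent ATP detection (Kinase-Glo Plus) follows a 60-minute room-temperature incubation, with wells lacking PGK as controls. Buffer: 100 mM TEA (pH 7.6), 5 mM MgCl2, 0.01% Tween-20. Coupling enzyme GAPDH (100 nM final) supplies unstable 1,3-BPG in-well.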
PI4K2A block – blocks human PI4K2A kinase activity; Q9BTU6; purified PI4K2A, ADP-Glo luminescence, 1 h; active compounds read low; activity change, negative = inhibition, % at 76.9 µM; actives 0.13% (n = 420,000); AID 1346378; in the data active = activity change below about -50%; inconclusive = mostly about -30% to -49%;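 note: -100% = wells without enzyme as full effect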
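PI4K2A activity was measured by ADP-Glo luminescence: enzyme (4 ug/mL stock) and phosphatidylinositol (1.2 mM stock) in Tris pH 7.5/MgCl2/EGTA/Triton X-100 buffer were reacted with ATP (300 microM stock) for one hour at ambient temperature.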
Starred values were filed as active, the others as inactive; i = inactive; ? = inconclusive; . = not tested or not shown; [ ] = remark or other dose. Unless noted, calls come from the whole dose curve; as a rule, active = well fitted curve in the direction sought with a large enough effect; inconclusive = small, poorly fitted or top-dose-only effect, or another doubt; inactive = no such curve, though single readings can be large; an effect the other way counts as inactive or inconclusive.

A first look:
SMILES | USP1-UAF1 inh | TrxR1 substrate | GLS inh | mIDH1 inhibitor | Pin1 inhibitor | HP1b binding inh | TrxR1 inh | PGK inhibitor | PI4K2A block
O=C(CCCc1ccccc1)N=C1SC2CS(=O)(=O)CC2N1c1ccccc1F (configuration not stated) | -32% | 7% | 3% | 6% | 0% | 37% | 29% | -4% | 1
COc1ccc(C(=O)/C=C/Nc2ccc(S(=O)(=O)Nc3cccc(C(C)=O)c3)cc2)cc1 | -19% | 5% | 1% | 1% | 45%[activator] | 26% | 6% | 4% | -4

Results, previewed entries included:
SMILES | USP1-UAF1 inh | TrxR1 substrate | GLS inh | mIDH1 inhibitor | Pin1 inhibitor | HP1b binding inh | TrxR1 inh | PGK inhibitor | PI4K2A block
O=C(CCCc1ccccc1)N=C1SC2CS(=O)(=O)CC2N1c1ccccc1F (configuration not stated) | -32% | 7% | 3% | 6% | 0% | 37% | 29% | -4% | 1
COc1ccc(C(=O)/C=C/Nc2ccc(S(=O)(=O)Nc3cccc(C(C)=O)c3)cc2)cc1 | -19% | 5% | 1% | 1% | 45%[activator] | 26% | 6% | 4% | -4
Cc1cnc(C(=O)OCC(=O)N2CCc3ccccc32)cn1 | -4% | 4% | -1% | 3% | -1% | 45%[activator] | ? | . | -1
CC1=C(C(=O)OCC2CCCO2)C(c2ccc(Cl)c(Cl)c2)NC(=O)N1 (configuration not stated) | -11% | -6%[57.1 µM] | 0% | 1% | -10% | 20% | -3%[57.1 µM] | 0% | 2
O=c1c2c(n3cnnc3n1C1CCCCC1)-c1ccccc1CC21CCCCC1 | 0% | 7%[57.1 µM] | -7% | -5% | 11% | 26% | 20%[57.1 µM] | -8% | 2
O=C1Nc2c(c(=O)[nH]c(=O)n2-c2ccc(F)cc2)C1(NS(=O)(=O)c1ccc(Cl)cc1)C(F)(F)F (configuration not stated) | -12% | 1% | -2% | 3% | -4% | 22% | 19% | i | -1
O=C(NCCC(=O)N1CCN(c2ccccn2)CC1)c1ccc(Br)cc1 | -14% | 9% | 1% | -2% | -5% | 6% | 10% | 2% | 1
O=[N+]([O-])c1ccccc1S(=O)(=O)N1CCN(CC2CC3C=CC2C3)CC1 (configuration not stated) | -26% | 9% | -11% | 0% | -8% | ? | 37% | i | -4
COc1ccc2oc(=O)c(N3C(=O)c4ccccc4C3=O)cc2c1 | 2% | 2% | 0% | -2% | 1% | 36% | -8% | 0% | 0
COc1ccc(OC)c(CNC(=O)C2CCCN(S(=O)(=O)N3CCC(C)CC3)C2)c1 (configuration not stated) | -22% | 6% | -2% | 3% | 0% | 45%[activator] | 14% | i | -3
Cc1ccc(-c2csc(N/N=C/c3ccco3)n2)c(C)c1 | 0% | -18% | -1% | 1% | ? | ? | -26% | -10% | -5
CC(Oc1ccc(Cl)cc1)C(=O)NNC(=S)NC(=O)c1ccco1 (configuration not stated) | -5% | 10%[57.1 µM] | -24% | -2% | -8% | -6% | -11%[57.1 µM] | 0% | -2
Cc1cc(NC(=O)Nc2cccc(Cl)c2)no1 | -7% | . | 10% | 1% | . | . | . | 6% | 0
CCOC(=O)C1CCN(S(=O)(=O)C(F)(F)c2nc3ccccc3s2)CC1 | -15% | -6% | -7% | 3% | -1% | 103%[activator] | 15% | -9% | 1
COC(=O)C1CCN(C(=O)c2ccc(Cl)c(S(=O)(=O)NCc3cccnc3)c2)CC1 | -10% | 8% | -8% | 0% | -6% | 7% | 19% | 0% | 6
CSc1nc(Cl)cc(Nc2ccccc2N)n1 | ? | 5%[57.1 µM] | -8% | 10% | 3% | 8% | 19%[57.1 µM] | i | 3
CCOC(=O)N1CCN(S(=O)(=O)N2CCCC(C(=O)NCCc3ccc(C)cc3)C2)CC1 (configuration not stated) | -24% | 8% | 6% | 0% | -3% | 31% | 21% | -8% | -1
C=C(C)CN=C1NN=C(c2cc(C)n(-c3ccc(C)cc3)c2C)CS1 | -22% | -11% | -3% | 6% | 11% | -13% | -15% | -1% | -1
CCOC(=O)CSc1nc(-c2ccc(F)cc2)cc(C(F)(F)F)c1C#N | -13% | 10% | -8% | 12% | -2% | 76%[activator] | 3% | 1% | 2
Cc1ccc(NC(=O)Cn2c(=O)ccc3cc(S(=O)(=O)N4CCCC4)ccc32)cc1N(C)C | -11% | -3%[57.1 µM] | 10% | 2% | -2% | 25%[57 µM] | 6%[57.1 µM] | -9% | -2
Cc1ccc(CC(C(=O)O)C(C)C(=O)Nc2ccc(F)cc2)cc1 (configuration not stated) | 1% | -8% | 0% | -3% | -6% | 25% | -8% | -2% | -3
COc1ccc2cc(S(=O)(=O)N3CCCC3)ccc2c1 | -13% | 7% | 1% | 3% | -7% | 3% | 15% | -10% | -1
Cc1cccn2c(=O)c(C=O)c(N3CC(C)OC(C)C3)nc12 (configuration not stated) | -18% | -10% | -3% | -4% | 0% | 38% | -4% | i | 1
COc1ccc(CN2CCN(C(=O)Cn3c(=O)oc4cc(Cl)ccc43)CC2)c(OC)c1OC | -13% | 12% | -13% | 7% | -1% | 40% | 7% | -1% | -13
Cc1cc(/C=N/n2cnnc2)c(C)n1-c1cc(Cl)ccc1Cl | -13% | 9% | -1% | 4% | 10% | -20% | 6% | -5% | -1
CCCCN1C(=O)C(O)(CC(=O)c2ccco2)c2cc(Br)ccc21 (configuration not stated) | -11% | 6%[57.1 µM] | 9% | -5% | 1% | 34% | 19%[57.1 µM] | 2% | 0
Cc1ccccc1C(=O)Nc1ccc2nc(N3CCCCC3)cc(C)c2c1 | -20% | 6% | -2% | 0% | 13% | 20% | 21% | -4% | 3
Cn1c(=O)[nH]c(N)c(Br)c1=O | 2% | -3%[2.29 µM] | -14% | -2% | -18% | 13%[57 µM] | 80%[57.1 µM] | i | -3
O=C(Oc1ccc2c(c1)OCO2)C12CC3CC(CC(C3)C1)C2 | -22% | 4% | -7% | -2% | 6% | 65%[activator] | 26% | -5% | 1
CN(C)S(=O)(=O)c1ccc(C(=O)NNC(=O)c2ccccc2-n2cccc2)cc1 | -16% | -4% | 2% | -6% | -3% | 2% | 17% | 0% | -6
COC(=O)C(C)Sc1nc2c(c(=O)n(C)c(=O)n2C)n1Cc1cccc(C)c1 (configuration not stated) | -18% | -8% | 2% | 2% | -2% | -14% | -5% | -4% | -16
CSCc1cc(N(C)C)nc(SCc2ccc(Cl)c(Cl)c2)n1 | -25% | 11% | 2% | 4% | 55%[activator] | 91%[activator] | 3% | -8%[11.5 µM] | -4
Cc1ccc(C)c(C(=O)COC(=O)c2ccc(Br)o2)c1 | -20% | -5% | -3% | 5% | 7% | 177%[activator] | -2% | i | 0
CCC(=O)N(C)C[C@@H]1Oc2cc(Br)ccc2S(=O)(=O)N([C@@H](C)CO)C[C@@H]1C | -22% | . | -2% | 11% | . | . | . | -4% | -13
CC(C)[C@H](NC(=O)C1CCN(S(=O)(=O)c2ccc(F)cc2)CC1)C(=O)N1CCCCCC1 | -12% | -2% | -13% | -13% | 0% | 26% | 12% | 9% | 1
CC(C)OCCCNC(=O)c1ccc(C2SCC(=O)N2Cc2ccco2)cc1 (configuration not stated) | -14% | 4%[57.1 µM] | -7% | 4% | -4% | 12% | 5%[57.1 µM] | 4% | -1
COc1ccc(CCNC(=O)CSc2n[nH]c(N)n2)cc1OC | -1% | 5%[57.1 µM] | -1% | -3% | -5% | 8% | 9%[57.1 µM] | -7% | -4
Cn1c(N2CCOCC2)c(C#N)c2ccccc21 | -15% | 6% | 0% | 0% | -2% | 31% | 14%[57.1 µM] | -1% | 3
CN(C)c1ccc(Nc2ncnc3ccc(Br)cc23)cc1 | -23% | 1% | 69%[activator] | -4% | -7% | ? | 14% | -3% | -8
CCC1NC(=O)c2cc3ccccc3cc2-n2c1nc1cc(C)cc(C)c1c2=O (configuration not stated) | -6% | . | -1% | -5% | . | . | . | 8% | -1
Cc1ccc(Cn2c(SCC(=O)NCc3ccc(Cl)cc3)nc3ccsc3c2=O)cc1 | -32% | 5% | 2% | 5% | -2% | 55%[activator] | 36% | -9% | -10
Nn1c(SCc2ccccc2)nc2ccccc21 | -16% | 2%[57.1 µM] | -2% | 0% | -1% | 16% | 19%[57.1 µM] | -7% | -2
COc1ccc(CNC(=O)c2cnn(-c3ccc(C)cc3)c2-n2cccc2)cc1OC | -19% | -3%[57.1 µM] | -11% | 1% | -14% | 1% | 21%[57.1 µM] | 7% | -2
CCOc1ccccc1CNS(=O)(=O)c1cc2c(cc1C)NC(=O)CO2 | -14% | -1%[57.1 µM] | -4% | 13% | -2% | 44%[activator][57 µM] | 4%[57.1 µM] | i | -2
CCOC(=O)c1c(C)[nH]c(C(=O)CSc2nc(C)cc(C)n2)c1C | -16% | 3% | 0% | -15% | 32%[activator] | 31% | 22% | 0% | 0
Cc1noc(/C=C/N(C)C)c1S(=O)(=O)N1CCCC(C(=O)NCc2ccccc2Cl)C1 (configuration not stated) | -7% | -9% | 2% | 0% | ? | 9% | -1% | -1% | 2
O=c1[nH]c(CN2CCOCC2)nc2scc(-c3ccccc3)c12 | -19% | 4% | 3% | 0% | -3% | 11% | 0%[57.1 µM] | -7% | -1

Only part of the results is shown (hit frequency here may not be typical).
